Source: PubChem
mHtt clearance: mutant huntingtin protein clearance | HeLa Exon1htt(103Q)mCFP, aggregate imaging; zero = plate's median compound well | inhibition, % at 1.5 µM | 0.42% of 47,000 active | AID 853;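 active = inhibition of aggregate fluorescence above about 70%, also judged a hit by eye on the cell image, limit read from the data, passing the limit was not always enough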;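 also: cells exposed to compound for three days before fixation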
mHtt clearance grain fraction: also measured in mHtt clearance; calls as there; fraction fluorescence in grains; measured here: aggregate grain fluorescence fraction; active compounds read low;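 scaled fraction of total cell fluorescence in grains with unit not stated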
Starred values were filed as active, the others as inactive. The list is partial. The share of hits here may be higher or lower than overall.

SMILES	mHtt clearance	mHtt clearance grain fraction
COCc1cc(=O)n2[nH]c(-c3ccccc3)cc2n1	6	19
O=C(NCc1cccs1)C1CCCN1C(=O)NC1CCCCC1 (stereo not given)	55	15
O=S(=O)(c1cccc(S(=O)(=O)N2CCC(N3CCCCC3)CC2)c1)N1CCOCC1	-30	25
CC(C)CC(NS(=O)(=O)c1ccc2c(c1)oc(=O)n2C)C(=O)N1CC=C(c2ccccc2)CC1 (stereo not given)	-127	107
CSc1nc(N2CCOCC2)c2c3c(sc2n1)CCCC3	-4	19
c1ccc2c(N3CCCC3)nc(-c3ccncc3)nc2c1	28	15
CC1(c2ccc3c(c2)OCO3)NC(=O)N(CC(=O)Nc2ccc(N3CCOCC3)cc2)C1=O (stereo not given)	-20	44
O=c1nc2n(c3ccc(Br)cc13)CCS2	-140	46
CCC(=NC(C)c1ccccc1)c1c(O)n(C)c(=O)n(C)c1=O (stereo not given)	-50	27
O=C(Nc1cccnc1)c1cc(-c2ccc(Br)cc2)on1	-20	39
Cc1c(O)ccc(C(=O)COc2ccc(F)cc2)c1O	-26	48
Cc1nn(C)c(C)c1S(=O)(=O)NC1CCCc2ccccc21 (stereo not given)	-43	41
CN(CCc1ccccn1)Cc1ccc(Cl)cc1	10	17
COc1ccc(OCCn2cc(/C(N)=N/O)c3ccccc32)cc1	6	34
CCOC(=O)c1c(C)c(C(=O)Nc2cc(OC)ccc2OC)c(C)n1CC	42	23
N#CCSc1ccsc1C(=O)Nc1ccc(F)cc1	5	37
Cc1ccc(S(=O)(=O)N2CCOCC2)cc1NC(=O)COC(=O)CCC(=O)c1cccs1	7	37
O=C(OC1CCOC1=O)c1cncc(Br)c1 (stereo not given)	7	36
Cc1ccc(Nc2nc(C(=O)NCCCN3CCOCC3)cs2)cc1	-16	41
Cc1ccc(C)n1NC(=O)c1ccc(Cl)cc1Cl	67	5.8
O=C(CSc1nnc(NCc2ccccc2)s1)c1ccco1	-16	26
COc1ccc2nc(SCC(=O)N3CCCCCC3)c(C#N)cc2c1	37	19
CCN(CCNC(=O)c1ccc2nc(-c3ccccc3NC(C)=O)c(=O)[nH]c2c1)c1ccccc1	-10	41
CCOC(=O)c1ccc(N2C(=O)c3n[nH]c(C)c3C2c2cccnc2)cc1 (stereo not given)	-5	23
COc1ccc(N(Cc2cc3cc(OC)ccc3[nH]c2=O)C(=O)c2cccnc2)cc1	-29	52

Already shown: an excerpt of the list.
SMILES	mHtt clearance	mHtt clearance grain fraction
Cc1ccc(Nc2nc(C(=O)NCCCN3CCOCC3)cs2)cc1	-16	41
Cc1ccc(C)n1NC(=O)c1ccc(Cl)cc1Cl	67	5.8
O=C(CSc1nnc(NCc2ccccc2)s1)c1ccco1	-16	26
COc1ccc2nc(SCC(=O)N3CCCCCC3)c(C#N)cc2c1	37	19
CCN(CCNC(=O)c1ccc2nc(-c3ccccc3NC(C)=O)c(=O)[nH]c2c1)c1ccccc1	-10	41
CCOC(=O)c1ccc(N2C(=O)c3n[nH]c(C)c3C2c2cccnc2)cc1 (stereo not given)	-5	23
COc1ccc(N(Cc2cc3cc(OC)ccc3[nH]c2=O)C(=O)c2cccnc2)cc1	-29	52

Structures listed so far containing fluorine, in the order listed:
SMILES	mHtt clearance	mHtt clearance grain fraction
Cc1c(O)ccc(C(=O)COc2ccc(F)cc2)c1O	-26	48
N#CCSc1ccsc1C(=O)Nc1ccc(F)cc1	5	37

Remaining list, next part:
SMILES	mHtt clearance	mHtt clearance grain fraction
COc1ccc(-c2nnc(SCC(=O)N3CCCC3)o2)cc1OC	51	8.8
Oc1ccc(C=Nc2cccc3ncccc23)c(O)c1	1	20
O=C(NC1CCCCCC1)c1cccc(N2CCCC2=O)c1	48	11
O=C(c1ccco1)N1CCN=C1SCc1c(F)cccc1Cl	-59	45
C/C(O)=C\c1nc(=O)c2c(C)cc(C)nc2n1-c1ccccc1	47	9.4
CC1CC(C)(C)N2C(=O)C3(Nc4ccccc4S3)c3cccc1c32 (stereo not given)	46	11
CCOc1cc(/C=C(/C#N)c2nc3ccccc3[nH]2)ccc1Oc1ccc([N+](=O)[O-])cn1	-14	40
COc1cccc(-c2nn3c(-c4cc(C)[nH]n4)nnc3s2)c1	62	14
O=C(NCc1ccc(Cl)cc1)c1ccc(COCC(F)(F)F)o1	-37	61
COC(=O)CN(c1ccc(F)cc1)S(=O)(=O)c1ccccc1	-58	27
CCN(CC)CCN=CC1=C(O)CNC1=O	-5	44
Cc1oncc1C(=S)Nc1ccccc1	-213	134
CCN(CC)C(=O)c1scc2c1OCCO2	-2	40
COC(=O)C1=C(C)N(c2ccc(F)c(Cl)c2)C(=O)C1	-18	23
Cc1ccc(C)c(C(=O)NCc2ccncc2)c1	-19	23
Cc1nonc1OCC(C)(COc1nonc1C)NC(=O)c1ccc(Cl)cc1	16	16
COc1ccc(C(=O)n2ccc(C)n2)cc1Br	-39	27
CCCCCCc1cc2cc(C(=O)NC)c(=N)oc2cc1O	37	23
Oc1[nH]c2ccccc2c1C1=NCCCC1	23	27
O=[N+]([O-])c1ccc(Cl)cc1Sc1nc2ccccc2o1	-22	22
O=C1CC(=C2c3ccccc3-c3ccccc32)C(=O)N1CCCCN1CCN(c2ccccc2)CC1	49	9.7
Cc1cc(=O)oc(C)c1C(=O)NCc1ccccn1	-16	25
CCn1c(=O)cc(SCC(=O)N2CCCCC2)c2ccccc21	-14	39
O=C(NCc1ccccc1)C(C(=O)c1ccc(F)cc1)n1ccccc1=O (stereo not given)	-25	48
CCOc1ccccc1CNc1nc2nc3c(c(=O)n2[nH]1)CCC3	10	18

Random excerpt: 7 compounds from above, in no set order.
SMILES	mHtt clearance	mHtt clearance grain fraction
Cc1oncc1C(=S)Nc1ccccc1	-213	134
CCN(CC)CCN=CC1=C(O)CNC1=O	-5	44
Cc1ccc(C)c(C(=O)NCc2ccncc2)c1	-19	23
O=C(CSc1nnc(NCc2ccccc2)s1)c1ccco1	-16	26
Oc1[nH]c2ccccc2c1C1=NCCCC1	23	27
O=c1nc2n(c3ccc(Br)cc13)CCS2	-140	46
CN(CCc1ccccn1)Cc1ccc(Cl)cc1	10	17

New compounds follow.
SMILES	mHtt clearance	mHtt clearance grain fraction
Cc1ccccc1Cn1nnc2c1C(=O)c1ccccc1C2=O	57	8.3
CC(C)(C)c1[nH]nc2c1C(c1ccncc1)C(C#N)=C(N)O2 (stereo not given)	-36	29
Cn1c(SCC(=O)Nc2cccc3ccccc23)nc(O)cc1=O	-19	19
OC(COC(c1ccccc1)c1ccccc1)CN1CCCCC1 (stereo not given)	-22	24
Cn1c(/N=C/c2c(O)ccc3ccccc23)nc2ccccc21	18	30
Cc1ccc(N2C(=O)C3N=NN(CC(=O)N4N=C(c5cccc6ccccc56)CC4c4ccccc4)C3C2=O)cc1 (stereo not given)	-19	23
CN(C)c1ccc(/C=C2\C(=O)N(c3ccc([N+](=O)[O-])cc3)N=C2N2CCOCC2)cc1	-53	27
Cc1ccc(S(=O)(=O)N(C)Cc2ccc(-c3nnc4n3CCC4)cc2)cc1	26	15
Cc1ccn2cc(CCNS(=O)(=O)c3ccc4c(c3)OCCO4)nc2c1	-23	50
Cc1ccccc1NC(=O)OCc1cn(-c2ccc(Cl)cc2)nn1	-44	30
O=C(Nc1c(F)cc(F)cc1Br)c1cc(-c2ccco2)on1	0	20
Cc1cccc(OCc2nnc3n2CCCCC3)c1	46	19
Cc1ccc(S(=O)(=O)Nc2c3ccccc3nc(=O)n2-c2ccccc2)cc1	-34	32
CCOC(=O)C1CCN(C(=O)c2cccnc2Cl)CC1	10	36
O=C(c1noc2c1CCc1ccccc1-2)N1CCOCC1	-50	30
COC(=O)c1sccc1NC(=O)c1cccc(OC)c1	8	21
CCCC(=O)Nc1nc2ccc(S(N)(=O)=O)cc2s1	-48	49
CCCCN1C(=O)NC(NC(=O)c2ccco2)(C(F)(F)F)C1=O (stereo not given)	14	33
CCOCCCn1c(=S)[nH]c2cc(C(=O)N3CCC(C(N)=O)CC3)ccc2c1=O	-1	37
CC(=O)C1C(c2ccccc2)c2c(n[nH]c2C)CC1(C)O (stereo not given)	16	16
COCCN(C(=O)Nc1ccc(OC)cc1OC)C1CCN(C(C)=O)CC1	20	17
O=C(NCc1ccco1)c1cc(-c2ccc3c(c2)OCO3)on1	32	28
O=C(O)C1CC=CCC1C(=O)N1CCN(c2nc(-c3ccccc3)c3ccccc3n2)CC1 (stereo not given)	-16	49
COC(=O)c1ccc(S(=O)(=O)N2C3CCC2CC(NC(=O)C2CC2)C3)cc1 (stereo not given)	21	28
COC(=O)c1ccccc1NC(=O)c1cnc2sccn2c1=O	-5	19

Next section:
SMILES	mHtt clearance	mHtt clearance grain fraction
O=S(=O)(c1ccc2ccccc2c1)N1CCN(S(=O)(=O)N2CCOCC2)CC1	25	15
COC(=O)c1cc2n(n1)CCN(Cc1ccccc1F)C2=O	-65	35
COc1cccc(NC(=O)CCN2CCN(C)CC2)c1	-208	97
CN(Cc1nc(-c2cccnc2)no1)S(=O)(=O)c1ccc2ccccc2c1	42	11
O=S(=O)(c1ccccc1)c1cnc(-c2cccnc2)nc1-c1ccccc1	62	8
Cc1snc(S(=O)(=O)/C(C#N)=N/Nc2ccc(C(F)(F)F)cc2)c1C#N	43	22
CCOc1ccc(OCc2ccc(C(=O)N3CCOCC3)cc2)cc1	-8	19
CCOC(=O)CC1Sc2ccccc2NC1=O (stereo not given)	-12	38
COc1ccc(C2C(C(=O)O)CC(=O)N2C2CCCCC2)cc1 (stereo not given)	-22	22
[O-][n+]1onc2c3ccnnc3ccc21	33	27
COC(=O)c1ccc(CSc2nnc3c(Cl)cc(Cl)cn23)o1	-43	30
CCOC(=O)C1C(=O)N(C(=O)c2ccc(OC)cc2)CC1c1ccccc1 (stereo not given)	33	14
CCOc1cc(N2CCOCC2)c(OCC)cc1NC(=O)COc1ncnc2ccccc12	-57	32
c1csc(-c2ncc3ccccn23)c1	-46	31
COc1ccc(N2C(N)=NC(N)=NC2(C)C)cc1	-4	42
Cc1ccc(CNC(=O)c2ccccc2NS(C)(=O)=O)cc1	-31	26
Cc1c(Br)cccc1NC(=O)c1sccc1-n1cccc1	49	11
CCOc1cccc2cc(-c3csc(NC(=O)CCC(=O)N4CCC(C)CC4)n3)c(=O)oc12	19	13
CC(NC(=O)c1cccs1)C(=O)NC1=NCCS1 (stereo not given)	26	14
Cc1noc(C)c1CSc1nnc2ccccn12	-20	45
COCCN(Cc1cc2ccc(C)cc2n2nnnc12)Cc1nnnn1C(C)(C)C	-8	19
CCCOc1ccc(N2C(=O)CC(N3CCCC(C(=O)N4CCCC4)C3)C2=O)cc1 (stereo not given)	1	19
O=C(CSc1nnc(-c2ccccc2O)o1)N1CCc2ccccc2C1	25	29
c1ccc2c(NCC3CCCO3)nc(-c3ccncc3)nc2c1 (stereo not given)	-14	39
COc1cc(C2=NOC(C(=O)NC3CCCCC3)C2)cc(OC)c1OC (stereo not given)	19	30
